# Screening results (PubChem BioAssay)
# All columns: NCI-60 one-dose screen, growth in % after 48 h at 10 µM unless noted; 100 = growth as untreated, 0 = no growth, -100 = all killed.
# CAKI-1 = CAKI-1 renal cancer; actives 4.7% (n = 75,000)
# RXF 393 = RXF 393 renal cancer cells | actives 6.9% (n = 77,000) | AID 1794773
# SNB-19 = SNB-19 CNS cancer cells | AID 1794751 | actives 2.5% (n = 81,000)
# SNB-75 = SNB-75 CNS cancer. actives 5% (n = 79,000)
# SF-268 = SF-268 CNS cancer cells. actives 3.1% (n = 82,000)
# A498 = A498 renal cancer cells; actives 5.4% (n = 76,000); AID 1794774
# SF-539 = SF-539 CNS cancer; actives 6.8% (n = 81,000); AID 1794752
# ACHN = ACHN renal cancer; actives 4.9% (n = 81,000); AID 1794771
# * = called active by the depositor; . = no result given; & = joins results of further samples. Rule for the calls: active = growth percent below 10; inactive = the rest. The order is random. About 12% of those tested had a hit in this group.
# Start of the listing, in advance:
1: Cc1c(Cn2cc(COc3ccc(C#N)cc3)nn2)c(C)c(Cn2cc(COc3ccc(C#N)cc3)nn2)c(C)c1Cn1cc(COc2ccc(C#N)cc2)nn1
2: COc1ccc(-n2nc(C(=O)NN)cc2-c2ccc(Br)cc2)cc1
3: CCc1nn2c(-c3ccc(C)cc3)c(-c3cc(OC)c(OC)c(OC)c3)nc2s1
4: O=C1CCC(OCc2cc(=O)c(O)co2)N1 (centres undefined)

Compound	1	2	3	4
CAKI-1	90	73	79	103
RXF 393	97	78	91	109
SNB-19	95	90	99	100
SNB-75	88	69	44	100
SF-268	105	93	107	103
A498	93	35	92	.
SF-539	98	97	103	109
ACHN	101	98	95	108

# Main list (from the top)
1: Cc1c(Cn2cc(COc3ccc(C#N)cc3)nn2)c(C)c(Cn2cc(COc3ccc(C#N)cc3)nn2)c(C)c1Cn1cc(COc2ccc(C#N)cc2)nn1
2: COc1ccc(-n2nc(C(=O)NN)cc2-c2ccc(Br)cc2)cc1
3: CCc1nn2c(-c3ccc(C)cc3)c(-c3cc(OC)c(OC)c(OC)c3)nc2s1
4: O=C1CCC(OCc2cc(=O)c(O)co2)N1 (centres undefined)
5: C/C(=N/Nc1ccc([N+](=O)[O-])cn1)C(C)(C)C
6: Nc1nc(I)c2ncn(C3OC(CO)C(O)C3O)c2n1 (centres undefined)

Compound	1	2	3	4	5	6
CAKI-1	90	73	79	103	101	9.5*
RXF 393	97	78	91	109	115	78
SNB-19	95	90	99	100	114	102
SNB-75	88	69	44	100	101	130
SF-268	105	93	107	103	108	107
A498	93	35	92	.	73	103
SF-539	98	97	103	109	106	102
ACHN	101	98	95	108	109	111

7: N#Cc1ccccc1/C=N/NC1=NCCN1S(=O)(=O)c1ccc(Cl)cc1
8: COc1cc(-c2cn(-c3ccc(Cl)cc3)c(=O)n2C(C)=O)cc(OC)c1OC
9: COc1ccc(-c2c(C#N)c(-c3ccc(C)cc3)nc3c2c(-c2ccccc2)nn3-c2ccccc2)cc1
10: CS(=O)(=O)c1nccc2ccccc12
11: N/C(=N\S(=O)(=O)c1cccc(C(F)(F)F)c1)Nc1nc2ccccc2s1
12: CCOC(=O)c1nc(-c2ccc(C)cc2)oc1Sc1ccc(Br)cc1

Compound	7	8	9	10	11	12
CAKI-1	83	62	91	93	93	93
RXF 393	109	79	57	114	100	112
SNB-19	99	85	97	96	98	94
SNB-75	81	91	78	109	.	87
SF-268	95	93	105	109	107	103
A498	106	91	115	99	105	87
SF-539	93	93	77	107	.	94
ACHN	87	94	104	100	99	99

13: O=c1nc2c(-c3nc(-c4ccc(Cl)cc4)no3)n[nH]n2c2sc3c(c12)CCCC3
14: CN(C)Cc1cccs1
15: COc1ccc(/C=N/NC(=O)COCC(=O)N/N=C/c2ccc(OC)cc2)cc1
16: Cc1ccc(C)c2c1sc1nc3nc4sc5cc(Cl)c(Cl)cc5n4c(=N)c3c(=O)n12
17: COc1ccc(/C(C)=C(/C#N)c2nnc(NC(=O)c3ccc(-n4c(=O)[nH]c5ccccc5c4=O)cc3)s2)cc1
18: CCCc1cc2c(=O)c(C(=O)OC)c[nH]c2cc1N(CC)CC

Compound	13	14	15	16	17	18
CAKI-1	94	98	99	94	98	95
RXF 393	117	99	104	128	92	29
SNB-19	96	99	110	100	95	99
SNB-75	88	94	89	75	101	104
SF-268	104	95	110	98	110	102
A498	99	117	86	64	120	107
SF-539	95	96	100	98	94	98
ACHN	99	97	97	91	101	93

19: CCOC(=O)CCCN1C/C(=C\c2ccc(C)cc2)C(=O)c2ccccc21
20: CCOC(=O)c1nn(-c2ccc(Cl)cc2)c(=N/N=C(\C)c2c(Oc3ccccc3)c(OC)c3occc3c2OC)s1
21: O=C(Cn1nnnc1N1CCCC(C2CCCCO2)C1)N1CCc2ccccc21 (centres undefined)
22: CC(=O)Cc1cccnc1
23: O=C(Cc1nc2ccc(Cl)cc2[nH]c1=O)c1ccncc1
24: CCCCCCCCCc1nc(N)nc(N)n1

Compound	19	20	21	22	23	24
CAKI-1	93	95	84	.	78	90
RXF 393	97	120	94	103	87	.
SNB-19	99	92	99	99	.	82
SNB-75	.	96	.	104	91	59
SF-268	101	101	96	104	74	106
A498	111	122	92	85	125	102
SF-539	.	101	95	102	77	93
ACHN	92	109	99	.	69	96

25: COc1ccc(C(=O)CC23C(=O)NC(=O)C2C(=O)NC3=O)cc1OC (centres undefined)
26: C=C1C[C@@H](c2cccc(C)c2C)O[C@H]2C[C@@H](C)CC[C@H]12
27: CC1(C)[C@@H](NCO)CC[C@]2(C)[C@H]3C(=O)C=C4[C@@H]5C[C@](C)(CO)CC[C@]5(C)CC[C@@]4(C)[C@]3(C)CC[C@@H]12
28: C/C(=N\N=C1/C(=O)Nc2ccc(Cl)cc21)c1ccc2c(c1)Nc1ccccc1S2
29: CC(C)C1=C[C@@]23CC[C@H]4[C@](C)(COCCC#N)CCC[C@]4(C)[C@H]2C[C@@H]1[C@@H]1[C@H]3[C@@H](OCCC#N)CC[C@@H]1OCCC#N
30: CCN(CC)CCC(C(N)=O)c1ccccc1 (centres undefined)

Compound	25	26	27	28	29	30
CAKI-1	100	93	59	6.6*	.	.
RXF 393	117	112	.	-11*	12	102
SNB-19	101	97	70	19	50	96
SNB-75	96	87	106	8.6*	80	90
SF-268	111	106	69	36	48	101
A498	126	106	140	24	68	60
SF-539	.	100	45	3.3*	53	97
ACHN	107	98	63	-3.8*	25	.

31: N#Cc1nn(-c2cc(=O)[nH]c3ccc(Cl)cc23)c(N)c1C#N
32: COc1ccc(/C=C\C(CC(NO)c2ccc(OC)cc2)=N/O)cc1 (centres undefined)
33: NCCCCCC(=O)O
34: O=C(O)c1cn(C2CC2)c2cc(N3CCN(C(=O)C[n+]4ccccc4)CC3)c(F)cc2c1=O
35: C=CCOC(=O)c1ccco1
36: CCOC(=O)c1nc(Oc2ccc(NC(=O)Nc3cccc(C)c3)cc2)c2ccccc2n1

Compound	31	32	33	34	35	36
CAKI-1	101	121	89&96&92&94	94	93	77
RXF 393	107	108	127&113&110	.	115	91
SNB-19	99	102	96&101&103&110	99	97	95
SNB-75	113	102	74&95&92&94	97	83	75
SF-268	113	102	.	95	99	89
A498	116	122	.	88	.	58
SF-539	96	117	96&100&101&102	95	105	101
ACHN	93	112	103&105&100&100	103	98	104

# Sorted by formula weight (high to low): 5 of the compounds above
16: Cc1ccc(C)c2c1sc1nc3nc4sc5cc(Cl)c(Cl)cc5n4c(=N)c3c(=O)n12
34: O=C(O)c1cn(C2CC2)c2cc(N3CCN(C(=O)C[n+]4ccccc4)CC3)c(F)cc2c1=O
2: COc1ccc(-n2nc(C(=O)NN)cc2-c2ccc(Br)cc2)cc1
5: C/C(=N/Nc1ccc([N+](=O)[O-])cn1)C(C)(C)C
10: CS(=O)(=O)c1nccc2ccccc12

Compound	16	34	2	5	10
CAKI-1	94	94	73	101	93
RXF 393	128	.	78	115	114
SNB-19	100	99	90	114	96
SNB-75	75	97	69	101	109
SF-268	98	95	93	108	109
A498	64	88	35	73	99
SF-539	98	95	97	106	107
ACHN	91	103	98	109	100

# Additional structures:
37: O=C(COc1ccc(/C=C2\Oc3ccccc3C2=O)cc1)Nc1nccs1
38: c1cc(OCC2CO2)cc(OCC2CO2)c1 (centres undefined)
39: CCCCCCCCCCCCCCCCCCOc1cccc(CC(=O)NCC[N+]2(C)CCCCC2)c1
40: CNC(=O)c1cccc(N2CCc3c2ccc(NC(=O)Nc2ccc(F)c(C(F)(F)F)c2)c3F)c1
41: CCOC(=O)C(Nc1ccc(F)cc1)c1cc(C(C)C)c(N)c(C(C)C)c1 (centres undefined)
42: Cc1ccc(S(=O)(=O)Nn2c3c(cc(-c4nc5ccccc5s4)c2=O)CCCC3)cc1

Compound	37	38	39	40	41	42
CAKI-1	69	.	94	74	100	81
RXF 393	95	120	111	70	107	106
SNB-19	102	105	98	102	98	97
SNB-75	51	78	97	.	89	72
SF-268	75	84	100	100	103	97
A498	116	102	102	87	90	.
SF-539	100	89	93	57	.	99
ACHN	107	71	104	76	93	96

43: O=S(=O)(O)c1cc(Nc2nc(Nc3ccccc3)nc(Nc3ccccc3)n2)ccc1/C=C/c1ccc(Nc2nc(Nc3ccccc3)nc(Nc3ccccc3)n2)cc1S(=O)(=O)O
44: N#C[C@@H]1CC2C=CC1C2 (some centres undefined)
45: COc1cc(OC)c(C(=O)/C=C/c2ccc(C#N)cc2)c(OC)c1
46: CCOC(=O)c1ccc2n1CCCc1cnc(NC3CCCC3)nc1-2
47: N#CCc1ccc([N+](=O)[O-])cc1
48: COc1ccc(NC(=O)c2nc(-c3cc(OC)c(OC)c(OC)c3)n(-c3ccc(F)c(F)c3)n2)cc1

Compound	43	44	45	46	47	48
CAKI-1	100	113	18	96	93	.
RXF 393	99	107	16	107	113	105
SNB-19	103	123	17	101	97	104
SNB-75	87	118	14	97	.	74
SF-268	102	103	21	99	106	100
A498	117	78	.	73	91	104
SF-539	103	91	3.0*	92	101	98
ACHN	102	97	17	106	103	106

49: CCCCCCCCCCCC(=O)NCCCN(C)C
50: CN1CCc2c(sc3nc4n(c(=O)c23)NC(=O)CC(=O)N4c2ccc(Cl)cc2)C1
51: CN(C)c1ccc(NC(=O)[C@@H]2CCC(=O)N2)cc1
52: O=C1C=CC2(NN=C(c3ccccc3)N2c2cccc(Cl)c2)c2cccc(O)c21 (centres undefined)
53: CC(C)(C)c1cc(C(C)(C)C)cc(S(=O)(=O)Nc2cc3ccccc3cc2C(=O)NCCN)c1
54: CCCCCOC(=O)/C=C/c1ccccc1

Compound	49	50	51	52	53	54
CAKI-1	83	92	84	91	64	.
RXF 393	116	113	98	118	29	122
SNB-19	102	112	100	44	69	103
SNB-75	75	99	86	58	63	90
SF-268	96	97	97	72	69	97
A498	72	.	83	89	-2.6*	98
SF-539	87	101	94	34	96	103
ACHN	100	105	100	46	71	110

55: Cc1nc2nc(SCC(=O)Nc3ccc(Cl)cc3)[nH]c(=O)c2nc1C
56: Cc1c/c(=N\NC(=O)Nc2ccc(Br)cc2)oc2cc(O)ccc12
57: O=C(O)CCC(=O)c1cccc([N+](=O)[O-])c1
58: OCC(Nc1ncnc2ccc(-c3cnc4cnccn34)cc12)c1ccccc1 (centres undefined)

Compound	55	56	57	58
CAKI-1	94	101	106	42
RXF 393	100	102	.	65
SNB-19	101	92	109	71
SNB-75	84	97	107	86
SF-268	100	100	102	76
A498	113	122	95	76
SF-539	97	93	107	79
ACHN	105	97	105	43
